KAT2A inh – qHTS Assay for Inhibitors of GCN5L2 | Histone acetyltransferase KAT2A (Homo sapiens), Q92830 | GCN5L2 HAT assay, ThioGlo1 CoA-SH fluorescence | Potency, µM (doses to about 58.9 µM), for inactives: top-dose activity change, negative = inhibition, actives largely listed as inhibitors | hit rate 0.21% among 390,000
Target sequence (Q92830 whole entry, looked up): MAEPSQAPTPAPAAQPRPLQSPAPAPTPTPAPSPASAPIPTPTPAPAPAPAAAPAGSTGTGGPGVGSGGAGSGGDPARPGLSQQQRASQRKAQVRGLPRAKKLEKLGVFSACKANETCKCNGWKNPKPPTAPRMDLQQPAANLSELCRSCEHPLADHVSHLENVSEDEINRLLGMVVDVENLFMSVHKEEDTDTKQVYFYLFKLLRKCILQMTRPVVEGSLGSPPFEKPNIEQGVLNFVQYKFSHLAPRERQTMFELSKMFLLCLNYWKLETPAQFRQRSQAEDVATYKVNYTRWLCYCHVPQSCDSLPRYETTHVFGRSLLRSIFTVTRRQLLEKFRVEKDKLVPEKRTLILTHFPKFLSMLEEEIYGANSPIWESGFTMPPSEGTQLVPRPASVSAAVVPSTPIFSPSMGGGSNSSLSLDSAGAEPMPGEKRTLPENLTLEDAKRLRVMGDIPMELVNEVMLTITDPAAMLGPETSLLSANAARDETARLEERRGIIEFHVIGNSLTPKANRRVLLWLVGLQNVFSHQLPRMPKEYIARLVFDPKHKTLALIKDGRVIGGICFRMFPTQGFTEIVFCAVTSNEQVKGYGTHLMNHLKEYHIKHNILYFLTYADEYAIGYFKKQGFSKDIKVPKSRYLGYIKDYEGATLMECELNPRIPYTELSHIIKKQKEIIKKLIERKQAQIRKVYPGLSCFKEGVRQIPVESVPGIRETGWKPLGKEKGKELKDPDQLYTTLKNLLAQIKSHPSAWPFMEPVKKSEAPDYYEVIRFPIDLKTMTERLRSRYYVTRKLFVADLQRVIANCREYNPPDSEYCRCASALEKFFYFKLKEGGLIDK
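Titration-based screen in which CoA formation is detected via maleimide probe ThioGlo1 (50uM) turning fluorescent on thiol reaction; substrates H3(1-25) 75uM and acetyl-CoA 70uM, GCN5L2 20nM, 20 min incubation at room temperature.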
FEN1 inh – qHTS Assay for the Inhibitors of Human Flap endonuclease 1 (FEN1); P39748; Recombinant FEN1 flap cleavage, fluorescence, 15 min; Potency, µM (titrated, usually from 114 µM), inactives show at the highest dose activity change, negative = inhibition, most hits filed as inhibitors; hit rate 0.35% among 390,000; AID 588795, 2011; note: nearly all actives have a fitted effect of over 65% in size
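Compounds are tested as a concentration series against 10 nM FEN1; after a 15 min room-temperature preincubation, 50 nM substrate starts cleavage, with plate reads at 0 and 15 min. Normalized responses are fitted by a Hill equation.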
DT40 TDP1 CPT – qHTS for Inhibitors of human tyrosyl-DNA phosphodiesterase 1 (TDP1): qHTS in cells in presence of CPT; Potency, µM (doses to about 46.2 µM), without a hit: at the highest dose activity change, negative = growth inhibition, hits mostly inhibitors; chicken DT40 Tdp1-/-;hTDP1 cells + 20 nM CPT, ATP luminescence, 48 h; hit rate 12% among 420,000; note: nearly all actives have a fitted effect of over 55% in size
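Chicken DT40 Tdp1-/- cells stably complemented with human TDP1 were seeded at 400 cells/well in medium containing 20 nM camptothecin, exposed to pin-transferred compounds, and grown at 37 °C for at least 48 hr. Viability was read as ATP luminescence.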
Active calls of the source: *; ? = inconclusive; · = not tested or not shown; & = joins results of further samples; [ ] = dose if it differs, or a comment. Calls come from the whole dose curve; as a rule, active = well fitted curve in the direction sought with a large enough effect; inconclusive = small, poorly fitted or top-dose-only effect, or another doubt; inactive = no such curve, though single readings can be large; an effect the other way counts as inactive or inconclusive. % is set by controls: 0 for no effect and ±100 for the full control effect; potency is the fitted concentration of half-maximal effect.

SMILES	KAT2A inh	FEN1 inh	DT40 TDP1 CPT
Cc1ccc(-n2sc3ccccc3c2=O)cc1S(=O)(=O)N1CCCCC1	2.2µM*	?	2.3µM*
Cc1ccc(C)c(Cn2c(=O)n(-c3ccc(CC(=O)NCc4ccco4)cc3)c(=O)c3sccc32)c1	-10%	-2%	?
CN(C=O)c1cc([N+](=O)[O-])ccc1OCc1ccccc1	·	-3%	-25%
NC(=O)CC[C@H](NC(=O)c1ccc(F)cc1)C(=O)OCC(=O)Nc1ccc(N2CCOCC2)cc1	0%	1%	-11%
CN(Cc1ccccc1)C(=O)COC(=O)c1ccccc1SCC(=O)N1CCCC1	-2%	-8%	?
CCOC(=O)c1cnc2c(ccc3ccccc32)c1N	1%	-9%	-14%
CCC1CCCCN1C(=O)CSc1nnc(-c2ccc(Cl)s2)o1 (configuration not stated)	-6%	1%	-15%
CCOc1ccc(Oc2nc(NCC(C)C)nc(N(C)C)n2)nn1	0%	1%	-22%
O=c1[nH]c(C2CCN(S(=O)(=O)c3ccc(S(=O)(=O)NC4CC4)cc3)CC2)nc2c1nnn2Cc1cccc(F)c1	-12%	8%	16µM*
CCC1=C(OC(=O)N(CC)CC)N2C(=O)OC(=NCCc3c[nH]c4ccccc34)[C@]2(C)[C@H]2C1=CC[C@H]1C(=O)N(C)C(=O)[C@H]12	-3%	4%	?
c1ccc(-n2nnnc2-c2cnc(-c3ccncc3)nc2-c2cccs2)cc1	-3%	-6%	-16%
CC(C)(C)c1ccc(C2(C)NC(=O)N(CC(=O)c3ccc[nH]3)C2=O)cc1 (configuration not stated)	-4%	-10%	-10%
COc1ccc(-n2ncc3c2CC(C)(C)CC3NC(=O)C2=CC(=O)CC(C)(C)O2)cc1 (configuration not stated)	1%	-7%	?
Cc1cc(N)n(-c2ccccc2C)n1	-5%	4%	7%
CCc1ccc2c(c1)c(=O)c(S(=O)(=O)c1ccccc1)cn2CC(=O)Nc1cc(C)ccc1C	2%	-1%	16%
CCOC(=O)C1=C(c2ccccc2)Nc2ncnn2C1c1ccc(Cl)cc1 (configuration not stated)	-5%	-11%	?
C#CCOc1ccc(/C=C2/C(=O)ON=C2C)cc1Cl	-2%	-6%	?
Cc1cccc(/C=N/NC(=O)c2ccc(NC(=O)c3ccccc3Cl)cc2)n1	-4%	1%	1%
CCCCn1c(O)c(N=Nc2ccccn2)c2ccccc21	-8%	-10%	?
Cc1cc(C(=O)Nc2ccc3nc(C)sc3c2)c2ccccc2n1	0%	-14%	-10%
COc1ccc(CNc2ncccn2)cc1OC	-17%	-11%	-3%
O=C(CCN1C(=O)c2ccccc2C1=O)NCc1ccc(F)cc1	1%	-14%	12%
O=C(C1CC(=O)N(c2ccc3c(c2)OCCO3)C1)N1CCN(S(=O)(=O)c2cccc(F)c2)CC1 (configuration not stated)	·	0%	-12%
CCOC(=O)c1c(-c2ccc(C)o2)csc1NC(=O)CSc1nnnn1-c1ccccc1	-19%	3%	?
Cc1nccn1CCCN1C(=O)CNC1=S	29%	6%	13%
Cc1ccc(C(=O)c2ccccc2C(=O)OCC(=O)NCCc2ccccc2)cc1	0%	-11%	?
O=C(Nc1ccccc1-c1ccccc1)NC1CC2CCCC(C1)N2CCc1ccccc1 (configuration not stated)	0%	22%	-16%
CC(C(=O)NN=C(c1ccccc1)c1ccccc1)N1CCOCC1 (configuration not stated)	-3%	1%	?
O=C1c2ccccc2S(=O)(=O)N1CC1CC(c2ccccc2Cl)=NO1 (configuration not stated)	-5%	-17%	-11%
CNC(=O)c1[nH]cnc1C(=O)Nc1ccc(C)cc1	-4%	-18%	-21%
CNc1ccncc1S(=O)(=O)NC	2%	7%	0%
Cc1ccc(S(=O)(=O)N(NC2=NS(=O)(=O)c3ccccc32)C(=O)c2ccccc2)cc1	1%	4%	1%
O=C(CN1C(=O)c2ccccc2C1=O)Nc1cccnc1	-5%	-1%	1%
Cn1nnnc1Sc1ncnc2scc(-c3ccccc3C(F)(F)F)c12	?	-13%	·
O=C(Nc1ccccc1)Nc1n[nH]c2nnc(-c3ccccc3)c(-c3ccccc3)c12	0%	6%	?
COc1ccc(NC(=O)C2CCN(c3nc(C)nc4c3CCC4)CC2)cc1	-3%	6%	12µM*
OC(CN(c1ccccc1)c1ccccc1)Cn1cnc2ccccc21 (configuration not stated)	-2%	-20%	?
C=CCC1(O)C(=O)N2C(=C1C(=O)N1CCOCC1)c1ccccc1CC2(C)C (configuration not stated)	-4%	5%	-17%
Fc1ccc(Br)cc1C1C=C(c2ccc(Br)cc2)Nc2nnnn21 (configuration not stated)	-7%	-22%	?
N#CC(=C(O)COC(=O)Cc1c[nH]c2ccccc12)c1nc2ccccc2[nH]1	·	-10%	2%

Filtered by structure, the entries above with a furan ring, fused or not.
SMILES	KAT2A inh	FEN1 inh	DT40 TDP1 CPT
Cc1ccc(C)c(Cn2c(=O)n(-c3ccc(CC(=O)NCc4ccco4)cc3)c(=O)c3sccc32)c1	-10%	-2%	?
CCOC(=O)c1c(-c2ccc(C)o2)csc1NC(=O)CSc1nnnn1-c1ccccc1	-19%	3%	?

Next section.
SMILES	KAT2A inh	FEN1 inh	DT40 TDP1 CPT
CCOC(=O)N1CCN(S(=O)(=O)N2CCCC(C(=O)NCc3cccc(OC)c3)C2)CC1 (configuration not stated)	-1%&3%	-4%&18%	?
COc1ccccc1C(=O)NCCn1cc(SCC(=O)Nc2ccccc2F)c2ccccc21	-3%	?	?
O=C(CN1CCN(c2cccc(C(F)(F)F)c2)CC1)N(C1CC1)C1CCS(=O)(=O)C1 (configuration not stated)	-11%	0%	-3%
CCCn1ncc(CN2CCC(CO)(Cc3ccc(OC)cc3)CC2)c1C	-17%	-5%	2%
CCOc1ccc(N2C(=O)NC(Cc3c[nH]c4ccccc34)C2=O)cc1 (configuration not stated)	2%	-5%	3%
COc1cc2c(cc1OC)C(C)N(C(=S)NC(=O)c1ccccc1)CC2 (configuration not stated)	-5%	-2%	?
CCCCc1ccc(NC(=O)CSc2nc(=O)n(CCN(CC)CC)c3c2CCCC3)cc1	-2%	-19%	?
COc1ccc(/C=C2\Oc3cc(OCC(=O)N4CC(O)C[C@H]4C(=O)O)ccc3C2=O)cc1OC (some centres not stated)	?	-12%	-7%
O=C(Cc1ncc(C(F)(F)F)cc1Cl)NCc1ccco1	-2%	0%	-21%
Cc1ccc(CSc2nc3ccsc3c(=O)n2Cc2ccccn2)cc1	-9%	-19%	?
COc1ccc(CC(=O)O/N=C(\N)c2ccc(Br)cc2)cc1OC	-13%	4%	?
CCN(CC)CCCN=Cc1c(O)n(-c2ccccc2C)c(=O)c2ccccc12	-6%	3%	?
COc1ccc(C(=O)Cc2nnc(C)s2)c(OC)c1	0%	1%	-1%
CC(=O)OCC1(O)CC23CCC4c5ccoc5CCC4(C)C2CCC1C3 (configuration not stated)	·	?	?
Cc1cc(C)c(S(=O)(=O)c2ccccc2)c(=O)[nH]1	32%[activator]	13%	-3%
CCCCn1c(N)c(N(CC)C(=O)CCNC(=O)c2ccc(Cl)cc2)c(=O)[nH]c1=O	1%	0%	-7%
Cn1c(C(=O)NCC2CCCO2)cc2c(=O)n(C)c3ccccc3c21 (configuration not stated)	-29%	-4%	?
O=C(CSc1ccccc1Cl)N1CCC(c2nc3ccccc3s2)CC1	-6%	?	?
CCC1(c2ccc(F)cc2)NC(=O)N(CC(=O)Nc2cccc(S(=O)(=O)N3CCCCC3)c2)C1=O (configuration not stated)	-18%	-17%	?
COc1ccc([N+](=O)[O-])cc1NC(=O)Cn1ccsc1=N	32%[activator]	-4%	15%

In another format: results already given
SMILES | KAT2A inh | FEN1 inh | DT40 TDP1 CPT
COc1ccc(CC(=O)O/N=C(\N)c2ccc(Br)cc2)cc1OC | -13% | 4% | ?
O=C(Cc1ncc(C(F)(F)F)cc1Cl)NCc1ccco1 | -2% | 0% | -21%
O=C(CN1CCN(c2cccc(C(F)(F)F)c2)CC1)N(C1CC1)C1CCS(=O)(=O)C1 (configuration not stated) | -11% | 0% | -3%
CCOC(=O)N1CCN(S(=O)(=O)N2CCCC(C(=O)NCc3cccc(OC)c3)C2)CC1 (configuration not stated) | -1%&3% | -4%&18% | ?

Additional records
SMILES	KAT2A inh	FEN1 inh	DT40 TDP1 CPT
CCOc1cc(CNS(=O)(=O)c2ccc3c(c2)CC(=O)N3C)cc(OCC)c1OCC	-4%&-18%	-1%&0%	0%&-21%
COc1ccc(C)cc1NCc1cc(=O)oc2cc(-c3ccccc3)c(O)cc12	-2%	0%	?
COc1cc(OC)c(C2CC(=O)N3CN(c4ccc(C)cc4)CSC3=C2C#N)cc1OC (configuration not stated)	?	1%	-18%
O=C1COc2ccc(S(=O)(=O)NCCc3ccc(Cl)cc3)cc2N1	-1%	-3%	-22%
Fc1ccc(/C=N/NC(=S)Nc2ccc(Cl)cc2Cl)cc1	-15%	-2%	7.3µM*
COc1ccc(N/C(=N\c2nc(C)cc(C)n2)NC(C)=O)cc1OC	-8%	-2%	-27%
Cc1ccc(C)c(N=Nc2nc3ccccc3n2C)c1	-14%	-21%	5.8µM*
CCN(CC(=O)Nc1ccc(NC(C)=O)cc1)C(=O)Cc1coc2cc(C)c(C)cc12	-14%	-22%	-3%
CCOc1ccc(NC(=O)CCNC(=O)c2ccco2)cc1	-3%	-1%	-10%
CNC(=O)c1[nH]cnc1C(=O)Nc1ccccn1	-5%	-10%	22%
O=C(Oc1ccc2c(=O)c(Cl)coc2c1)c1ccncc1	-15%	-1%	-2%
CCc1c(C)sc(NC(=O)CN2CCN(C(=O)c3ccco3)CC2)c1C(=O)OC	-6%	-27%	18µM*
O=[N+]([O-])c1cc(S(=O)(=O)CCCN2CCOCC2)ccc1F	35%[activator]	3%	21µM*
Cc1cccc(-n2c(SCC(=O)Nc3ccc(C)c(C)c3)nc3n[nH]c(C)c3c2=N)c1	-1%	-20%	10µM*
NC1=NC(=O)/C(=C\c2ccco2)S1	3%	50µM*	?
COc1ccc(C2=CC3=C(Br)C(=O)C(C)(O)C(=O)C3=CO2)cc1 (configuration not stated)	1%	-29%	-30%
O=C(N/N=C/C(Br)=C/c1ccccc1)c1ccccc1[N+](=O)[O-]	-5%	-17%	13µM*
COc1cccc(NC(=O)CN(C)C(=O)c2ccc(OCC3CCCO3)cc2)c1 (configuration not stated)	-3%	1%	1%
Cc1cc(NC(=O)c2ccc(Cl)cc2)n(CCC#N)n1	-4%	4%	0%
COC(=O)[C@H](Cc1ccccc1)NC(=O)N1CCCCC1	5%	4%	3%

Full records from above. Order of values: KAT2A inh, FEN1 inh, DT40 TDP1 CPT
Fc1ccc(/C=N/NC(=S)Nc2ccc(Cl)cc2Cl)cc1 as listed: -15%, -2%, 7.3µM*
CCOc1ccc(NC(=O)CCNC(=O)c2ccco2)cc1 as listed: -3%, -1%, -10%
O=C(Oc1ccc2c(=O)c(Cl)coc2c1)c1ccncc1 as listed: -15%, -1%, -2%
COC(=O)[C@H](Cc1ccccc1)NC(=O)N1CCCCC1 as listed: 5%, 4%, 3%
COc1cccc(NC(=O)CN(C)C(=O)c2ccc(OCC3CCCO3)cc2)c1 (configuration not stated) as listed: -3%, 1%, 1%

More compounds
SMILES	KAT2A inh	FEN1 inh	DT40 TDP1 CPT
CCc1ccc(C2C3=C(CC(C)(C)CC3=O)OC3=C2C(=O)CC(C)(C)C3)cc1	1%	8%	?
COc1cc(CN(C)Cc2cc(=O)oc3cc(C)c(Cl)cc23)ccc1OC(F)F	-9%	-24%	?
CCn1ncc(CNC(=O)C2(C)CC2(Br)Br)c1C (configuration not stated)	-7%	11%	1%
COc1cc(OC)cc(C(=O)NCC(=O)N2CCN(S(=O)(=O)c3ccccc3F)CC2)c1	0%	-2%	-19%
Cc1cc(NC(=O)CSc2ccccc2)no1	2%	-3%	-17%
COc1ccc(OC)c(NC(=O)CSc2nc(-c3ccccc3C)nc3cc(=O)[nH]n23)c1	-14%	-6%	?
O=C(CSc1ccccn1)Nc1ccc(N2CCOCC2)cc1	0%	7%	?
O=c1c(-c2cccs2)nc2cnc(N3CCNCC3)nc2n1CCc1ccccc1	?	·	?
CCOc1ccc(-n2c(C)c(C(C)=O)c(C(C)=O)c2C)cc1	3%	8%	?
O=C1c2ccccc2NC(c2ccc(OCc3ccccc3)c(OCc3ccccc3)c2)N1Cc1ccco1 (configuration not stated)	·	1%	11µM*
COc1ccc(/C=C2\C(=O)N(Cc3ccc(F)cc3)CC(=O)N2Cc2ccccc2)cc1	-2%	15%	23µM*
COc1cccc(-c2nc(CS(=O)(=O)CC(=O)Nc3ccccc3Br)c(C)o2)c1	-4%	4%	-29%
CC(C)C[C@H](NC(=O)Nc1ccc2c(c1)OCCO2)C(=O)O	-3%	-3%	-2%

Screening data: PubChem BioAssay, National Center for Advancing Translational Sciences (NCATS)

A portion of the library, so the mix of outcomes need not match the whole.
